p53ts 32C tox = cytotoxicity in p53ts cells at permissive temperature. H1299-p53A138V at 32C, ATP luminescence viability, 24 h. Potency, µM (top dose mostly 46.1 µM), inactives show at the highest dose activity change, negative = cytotoxicity, usual class: cytotoxic. 0.93% of 130,000 active. AID 924; active = well fitted cell-killing curve with a large enough effect; inconclusive = small, poorly fitted or top-dose-only effect; inactive = no such curve, though single readings can be large or run the other way;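 note: 0% = DMSO and -100% = full killing by reference compound; nearly all actives have a fitted effect of over 55% in size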
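H1299-p53 A138V cells (temperature-sensitive p53) exposed 24 h to up to 46 uM compound at 32C, where p53 is wild-type in conformation. Viability read as ATP luminescence and normalised to DMSO and 100 uM tamoxifen. AC50 fitted with the Hill equation.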
* marks the source's active call; other numbers are inactive results. Potency is the fitted concentration of half-maximal effect. An excerpt. The share of hits here may be higher or lower than overall.

For CCc1ccc(S(=O)(=O)c2cn(CC)c3cc(N4CCCCC4)c(F)cc3c2=O)cc1 the results were p53ts 32C tox 4%.
COc1cccc(NC(=O)C2CCN(c3nn4cc(-c5ccc(F)cc5)nc4s3)CC2)c1 was read as p53ts 32C tox -11%.
For COc1ccc(OC)c(NC(=O)N2CCC(CN3CCCCC3)CC2)c1 the results were p53ts 32C tox -2%.
For COc1cccc(NC(=O)C2=C(C)C(=O)OC23CCN(C(C)=O)CC3)c1 the results were p53ts 32C tox 4%.
`COc1ccc(OC)c(-c2noc(N3CCN(c4cc(C)ccc4C)CC3)n2)c1` gave p53ts 32C tox 1%.
CC(C)Oc1ccc(CNC(=O)CCCN2C(=O)c3cccnc3Oc3ccc(Cl)cc32)cc1 was read as p53ts 32C tox -19%.
Screening COc1ccc(CC(=O)Nc2ccc3nc(Nc4ccc(OC)cc4)cc(C)c3c2)cc1 returned p53ts 32C tox 3%.
COc1ccccc1N1CCN(CCCNC(=O)Cn2ncc3c([nH]c4ccccc43)c2=O)CC1 was read as p53ts 32C tox -3%.
For Cc1cc(C)cc(NC(=O)N2CCC(CN3CCCCCC3)CC2)c1 the results were p53ts 32C tox 1%.
CCOC(=O)c1ccc(NC(=O)c2cn3c4c(ccc(Cl)c4c2=O)OC(C)C3)cc1 (centres undefined) was read as p53ts 32C tox 1%.
`COc1cc(OC)c(NC(=O)N2CCC(CN3CCOCC3)CC2)cc1Cl` gave p53ts 32C tox -4%.
For Cc1cc2[nH]c(=O)c(=O)[nH]c2cc1S(=O)(=O)NCc1ccc(F)cc1 the results were p53ts 32C tox -8%.
`Cc1ccccc1CNC(=O)c1ccc(CN2CC(=O)N3CCCCC3C2=O)cc1` (centres undefined) gave p53ts 32C tox -6%.
CC1=C(C(=O)NCc2ccccc2C)C2(CCCCCC2)OC1=O was read as p53ts 32C tox -20%.
Screening CCCCN(Cc1ccco1)C(=O)Cn1ncc2c([nH]c3ccccc32)c1=O returned p53ts 32C tox -5%.
Screening COc1cc(NS(=O)(=O)c2cc3c(cc2C)n(C)c(=O)c(=O)n3C)cc(OC)c1 returned p53ts 32C tox -1%.
Screening CCOCCCNC(=O)C1CCN(c2nn3cc(-c4ccc(F)cc4)nc3s2)CC1 returned p53ts 32C tox -7%.
Screening Cc1cccc(N2CCN(CCCNC(=O)Cn3ncc4c([nH]c5ccccc54)c3=O)CC2C)c1 (centres undefined) returned p53ts 32C tox 3%.
`CCOc1cc(CNC(=O)Cn2c(-c3cccs3)cc3cc(F)ccc32)ccc1OC` gave p53ts 32C tox -9%.
For COc1ccccc1CNC(=O)C(CC(C)C)N1Cc2ccccc2C1=O (centres undefined) the results were p53ts 32C tox 3%.
Screening CCCn1c2ccccc2c2cnn(CC(=O)NC(C)CC)c(=O)c21 (centres undefined) returned p53ts 32C tox 3%.
Screening O=C(NCc1ccccc1Cl)c1ccc(Cn2c(SCc3ccccc3)nc3cccnc32)cc1 returned p53ts 32C tox -24%.
Cc1ccc(NC(=O)c2cc(S(=O)(=O)N3CCCCC3)c[nH]2)cc1N(C)C was read as p53ts 32C tox -4%.
COc1cccc(CNC(=O)c2ccc(-n3c(C)cc4c3CCC(C)C4)cc2)c1 (centres undefined) was read as p53ts 32C tox -1%.
COc1ccc(Cl)cc1NC(=O)c1cnc(SC)nc1-c1ccccc1 was read as p53ts 32C tox 9%.
Screening CCn1cc(S(=O)(=O)c2ccc(OC)cc2)c(=O)c2cc(F)c(N3CCC(C)CC3)cc21 returned p53ts 32C tox -6%.
Screening Cc1ccc(C)c(N2CCN(S(=O)(=O)c3ccc4c(c3)CC(=O)N4C)CC2)c1 returned p53ts 32C tox -2%.
COc1ccc(-c2nc3scc(CCNC(=O)c4cc(OC)cc(OC)c4)n3n2)cc1 was read as p53ts 32C tox 2%.
CC(C)Oc1ccc(CNC(=O)c2ccc(CN3CC(=O)N4CCCCC4C3=O)cc2)cc1 (centres undefined) was read as p53ts 32C tox 1%.
CC1=C(C(=O)NCCc2ccc(Cl)cc2)C2(CCCCC2)OC1=O was read as p53ts 32C tox -7%.
For COc1cc(Cl)c(NC(=O)CCS(=O)(=O)c2cc3c(cc2Cl)NC(=O)CO3)c(OC)c1 the results were p53ts 32C tox 2%.
`CC1=C(C(=O)Nc2cccc(C(F)(F)F)c2)C2(CCCCCC2)OC1=O` gave p53ts 32C tox inconclusive.
Screening CSc1ncc(C(=O)NCc2ccc(F)cc2)c(-c2ccccc2)n1 returned p53ts 32C tox 2%.
COc1ccc(-c2cn3nc(N4CCC(C(=O)Nc5cccc(C)c5C)CC4)sc3n2)cc1 was read as p53ts 32C tox -4%.
Screening Cc1ccc(S(=O)(=O)N2CCN(C(=O)c3cc(-c4ccc(Br)cc4)n[nH]3)CC2)c(C)c1 returned p53ts 32C tox -5%.
For COc1ccc(OC)c(-c2noc(N3CCN(c4cc(Cl)ccc4C)CC3)n2)c1 the results were p53ts 32C tox -6%.
`COc1cc(Cl)c(NC(=O)CCS(=O)(=O)c2ccc3c(c2)NC(=O)CO3)c(OC)c1` gave p53ts 32C tox -1%.
Screening O=C(NCc1cccc(Cl)c1)C1CCCN(c2nn3cc(-c4ccc(F)cc4)nc3s2)C1 (centres undefined) returned p53ts 32C tox -9%.
O=C(NCCc1ccccc1)c1ccc(CSc2nc3cccnc3n2Cc2ccccc2F)cc1 was read as p53ts 32C tox 5%.
Screening CCOc1cc(C(=O)Nc2ccc(-c3nnc4n3CCCCC4)cc2)cc(OCC)c1OCC returned p53ts 32C tox -1%.
Screening COc1cc(NC(=O)c2nc(-c3ccc(Cl)cc3)n3c2CCCCC3)cc(OC)c1OC returned p53ts 32C tox -7%.
Cc1ccc(NC(=O)Cn2cc(S(=O)(=O)Cc3cccc(Cl)c3)c3ccccc32)cc1C was read as p53ts 32C tox -6%.
For Cc1ccc(N2CCN(C(=O)CCS(=O)(=O)c3cc4c(cc3Cl)NC(=O)CO4)CC2)c(C)c1 the results were p53ts 32C tox -12%.
Screening Cc1ccccc1C(=O)Nc1ccc2nc(Nc3cccc(C(F)(F)F)c3)cc(C)c2c1 returned p53ts 32C tox -24%.
O=C(COCc1cc(-c2ccc3c(c2)OCO3)on1)N1CCN(c2ccccc2)CC1 was read as p53ts 32C tox 3%.
`O=C(NCc1ccccc1)C1CCN(c2ncnc3c2nc2n3CCCCC2)CC1` gave p53ts 32C tox -6%.
For O=C(CN1C(=O)c2cccnc2Oc2ccc(Cl)cc21)NCCCN1CCCCC1 the results were p53ts 32C tox 1%.
For COc1ccc(NC(=O)Cn2cc(S(=O)(=O)Cc3ccc(F)cc3)c3ccccc32)cc1OC the results were p53ts 32C tox 2%.
For COc1ccc(NC(=O)N(Cc2ccco2)C2CCN(C(C)=O)CC2)c(OC)c1 the results were p53ts 32C tox -6%.
For Cc1ccc(CSc2nc3cccnc3n2Cc2ccc(C(=O)NCc3cccs3)cc2)cc1 the results were p53ts 32C tox inconclusive.
`COc1ccc(CNC(=O)C2=C(C)C(=O)OC23CCCCC3)cc1OC` gave p53ts 32C tox 10%.
`CC(CC(=O)Nc1ccc(Br)cc1F)S(=O)(=O)c1ccc2c(c1)NC(=O)CO2` (centres undefined) gave p53ts 32C tox -6%.
Cc1cc(C)cc(NC(=O)CN(C)S(=O)(=O)c2ccc3[nH]c4c(c3c2)CCCC4)c1 was read as p53ts 32C tox -7%.
`Cc1ccc(Cl)cc1N1CCN(c2ncnc3c2nc2n3CCCC2)CC1` gave p53ts 32C tox 0%.
For Cc1cc(C)cc(NC(=O)CSc2nc3ncccc3[nH]2)c1 the results were p53ts 32C tox -12%.
For CSc1ncc(C(=O)Nc2ccccc2C(=O)c2ccccc2)c(C(F)(F)F)n1 the results were p53ts 32C tox -4%.
`CCOc1ccccc1NC(=O)CN1C(=O)COc2ccc(S(=O)(=O)NC3CCCC3)cc21` gave p53ts 32C tox 2%.
Screening COC(=O)c1ccc(Nc2ncnc3c2nc2n3CCCC2)cc1 returned p53ts 32C tox -5%.
Screening CCN(Cc1ccccc1)S(=O)(=O)c1ccc2c(c1)CC(C)N2C(=O)C1CCC1 (centres undefined) returned p53ts 32C tox -6%.
`CCCS(=O)(=O)N1CC(=O)N(c2ccccc2C)C(C)(C(=O)NC2CCCC2)C1` (centres undefined) gave p53ts 32C tox -2%.
For CCN1CCC(N(Cc2cccc(OC)c2)C(=O)Nc2cccc(C)c2C)CC1 the results were p53ts 32C tox -5%.
O=C(C1CCN(c2ncnc3c2nc2n3CCCCC2)CC1)N1CCN(c2ccc(Cl)cc2)CC1 was read as p53ts 32C tox -6%.
c1ccc(N2CCN(c3ncnc4c3nc3n4CCCCC3)CC2)cc1 was read as p53ts 32C tox -4%.
Screening Cc1ccc2c(c1)N(CC(=O)Nc1ccccc1C(F)(F)F)C(=O)c1cccnc1O2 returned p53ts 32C tox -3%.
For O=C(Cn1c(-c2cccs2)cc2cc(F)ccc21)N1CCN(c2cccc(Cl)c2)CC1 the results were p53ts 32C tox 3%.
`Cc1ccc2sc(N(CCCN(C)C)C(=O)c3ccco3)nc2c1C` gave p53ts 32C tox -11%.
For CC(C(=O)NCc1ccccc1)N1Cc2ccccc2C1=O (centres undefined) the results were p53ts 32C tox -12%.
CCN1CCC(N(Cc2ccc(F)cc2)C(=O)Nc2cc(C)ccc2C)CC1 was read as p53ts 32C tox -2%.
For COc1ccc(OC)c(CNC(=O)C2CCN(c3ncnc4c3nc3n4CCCCC3)CC2)c1 the results were p53ts 32C tox -9%.
`COc1cc(Cl)c(NC(=O)c2cc(S(=O)(=O)N3CCOCC3)cn2C)c(OC)c1` gave p53ts 32C tox 1%.
Screening CCC1CN(C(=O)Nc2ccccc2C(F)(F)F)c2ccccc2S1 (centres undefined) returned p53ts 32C tox -10%.
`CC(=O)c1ccc(N2CCN(S(=O)(=O)c3ccc4c(c3)CC(C)N4C(=O)C3CCC3)CC2)cc1` (centres undefined) gave p53ts 32C tox -13%.
For CCOc1ccccc1NC(=O)N(Cc1ccc(F)cc1)C1CCN(CC)CC1 the results were p53ts 32C tox -21%.
For CC(C)N(Cc1ccccc1)C(=O)c1nc(-c2ccc(Cl)cc2)n2c1CCCCC2 the results were p53ts 32C tox 7%.
Screening COC(=O)c1ccc(NC(=O)C2CCN(c3ncnc4c3nc3n4CCCCC3)CC2)cc1 returned p53ts 32C tox -8%.
For O=C(CCCN1C(=O)c2cccnc2Oc2ccc(Cl)cc21)NCc1ccc(F)cc1 the results were p53ts 32C tox 6%.
For CC1CCN(c2cc3c(cc2F)c(=O)c(S(=O)(=O)c2ccc(Cl)cc2)cn3C)CC1 the results were p53ts 32C tox -7%.
`CCOc1ccccc1CNc1ncnc2c1nc1n2CCCC1` gave p53ts 32C tox -29%.
CCN(CC)CCN(C(=O)c1ccco1)c1nc2ccc(Br)cc2s1 was read as p53ts 32C tox -12%.
`CCCn1c2ccccc2c2cnn(CC(=O)NCCCN(CC)c3ccccc3)c(=O)c21` gave p53ts 32C tox -2%.

An excerpt from above in order of SMILES length, high to low:
`CC(=O)c1ccc(N2CCN(S(=O)(=O)c3ccc4c(c3)CC(C)N4C(=O)C3CCC3)CC2)cc1` (centres undefined) gave p53ts 32C tox -13%.
For CC1CCN(c2cc3c(cc2F)c(=O)c(S(=O)(=O)c2ccc(Cl)cc2)cn3C)CC1 the results were p53ts 32C tox -7%.
For O=C(Cn1c(-c2cccs2)cc2cc(F)ccc21)N1CCN(c2cccc(Cl)c2)CC1 the results were p53ts 32C tox 3%.
Screening COC(=O)c1ccc(NC(=O)C2CCN(c3ncnc4c3nc3n4CCCCC3)CC2)cc1 returned p53ts 32C tox -8%.
For CC(C)N(Cc1ccccc1)C(=O)c1nc(-c2ccc(Cl)cc2)n2c1CCCCC2 the results were p53ts 32C tox 7%.
For O=C(CCCN1C(=O)c2cccnc2Oc2ccc(Cl)cc21)NCc1ccc(F)cc1 the results were p53ts 32C tox 6%.
CCN1CCC(N(Cc2ccc(F)cc2)C(=O)Nc2cc(C)ccc2C)CC1 was read as p53ts 32C tox -2%.
For CCOc1ccccc1NC(=O)N(Cc1ccc(F)cc1)C1CCN(CC)CC1 the results were p53ts 32C tox -21%.
CCN(CC)CCN(C(=O)c1ccco1)c1nc2ccc(Br)cc2s1 was read as p53ts 32C tox -12%.
Screening CCC1CN(C(=O)Nc2ccccc2C(F)(F)F)c2ccccc2S1 (centres undefined) returned p53ts 32C tox -10%.
For CC(C(=O)NCc1ccccc1)N1Cc2ccccc2C1=O (centres undefined) the results were p53ts 32C tox -12%.
`CCOc1ccccc1CNc1ncnc2c1nc1n2CCCC1` gave p53ts 32C tox -29%.

Other results follow.
Screening Cc1ccccc1CNC(=O)c1ccc(Cn2c(SCc3cccc(F)c3)nc3cccnc32)cc1 returned p53ts 32C tox -4%.
Screening Cc1cc(Nc2cccc(Cl)c2)nc2ccc(NC(=O)Cc3cccc(C(F)(F)F)c3)cc12 returned p53ts 32C tox -7%.
`CCOC(=O)c1ccccc1NC(=O)N(Cc1ccco1)C1CCN(C(C)=O)CC1` gave p53ts 32C tox -1%.
For COC(=O)c1ccc(Cl)cc1NC(=O)N1CCC(CN2CCC(C)CC2)CC1 the results were p53ts 32C tox -6%.
Screening COc1ccc(NS(=O)(=O)c2ccc3[nH]c4c(c3c2)CCCC4)cc1Cl returned p53ts 32C tox 6%.
Screening CCS(=O)(=O)N1CC(=O)N(c2ccc(C)c(C)c2)C(C)(C(=O)NC2CCCCCC2)C1 (centres undefined) returned p53ts 32C tox -3%.
`Cc1ccc(NC(=O)CC(C)S(=O)(=O)c2ccc3c(c2)NC(=O)CO3)c(Cl)c1` (centres undefined) gave p53ts 32C tox 9%.
`O=C(COCc1cc(-c2cccs2)on1)N1CCN(c2ccccc2)CC1` gave p53ts 32C tox -9%.
`Cc1ccc(-c2cn3nc(N4CCC(C(=O)Nc5ccccc5C)CC4)sc3n2)cc1` gave p53ts 32C tox 2%.
